Rad51 HR inh – human RAD51 strand exchange inhibitors, primary screen, biochemical, fluorescence; inhibition, % at 10 µM; hRad51 DNA strand exchange, fluorescence dequenching; 200,000 compounds, 0.085% hits; DNA repair protein RAD51 homolog 1 (Homo sapiens), Q06609;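 active = inhibition above 40% at the single screening dose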;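 note: 0% = DMSO control wells and 100% = blanks with heterologous ssDNA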
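Read-out basis: percent inhibition relative to plate controls and blanks / Assay system: human Rad51 nucleoprotein filaments preassembled on unlabelled ssDNA / Timing: filaments 15 min 37 °C, then compound 30 min / Control set: per-plate controls and blanks / Technique: fluorescence dequenching at 485/520 nm / Compound: 10 µM final, single point / Also added: Fluorescein- and BHQ1-tagged 47-mer duplex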
FXIa inh 1536 – human FXIa protease inhibitors, primary screen, biochemical, 1536-well; inhibition, % at 5 µM; purified FXIa, Boc-Glu-Ala-Arg-AMC fluorogenic substrate; Coagulation factor XI (Homo sapiens), P03951; 220,000 compounds, 0.14% hits;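 active = inhibition of at least 40%; inactive = inhibition below 40%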;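 note: fluorescence of freed AMC excited at 355 nm; 0% = enzyme without compound and 100% = no enzyme blank; many of its hits are not listed in these tables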
KLK5 inh – human KLK5 protease inhibitors, primary screen, biochemical, 1536-well. Kallikrein-5 (Homo sapiens), Q9Y337. recombinant hK5, fluorogenic AMC substrate cleavage. inhibition, % at 5 µM. 210,000 compounds, 0.59% hits. AID 873, 2007;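 active = inhibition of 40% or more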;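 note: 0% = enzyme controls without compound and 100% = no-enzyme blanks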
14-3-3 Bad PPI – inhibitors of 14-3-3 zeta/Bad binding, primary screen, biochemical, TR-FRET, bovine 14-3-3 zeta. 14-3-3 protein zeta/delta (Bos taurus), P63103. TR-FRET 14-3-3zeta/Dy647-pBad peptide displacement, 1 h. inhibition, % at 21.7 µM. 220,000 compounds, 0.71% hits;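 active = inhibition above about 70%, limit read from the data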;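 note: 0% = full 14-3-3 plus peptide FRET controls and 100% = background without 14-3-3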
Target sequence (P63103 whole entry, looked up): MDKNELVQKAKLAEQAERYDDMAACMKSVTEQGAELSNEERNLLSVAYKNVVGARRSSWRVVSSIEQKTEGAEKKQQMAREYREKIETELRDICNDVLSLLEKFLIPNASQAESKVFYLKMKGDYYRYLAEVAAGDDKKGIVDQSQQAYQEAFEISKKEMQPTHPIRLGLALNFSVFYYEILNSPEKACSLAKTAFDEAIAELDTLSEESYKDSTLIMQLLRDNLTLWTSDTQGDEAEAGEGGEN
MDM2 E3 inh – MDM2-luciferase reporter signal enhancers, primary screen, MDM2 E3 ligase inhibitor project, cell-based, luminescence, 1536-well | signal enhancement, % at 5 µM | cell-based MDM2 ubiquitination luciferase reporter, 2 h; 0 = plate control, 100 = twice control, blank-subtracted | 210,000 compounds, 0.11% hits | E3 ubiquitin-protein ligase Mdm2 (Homo sapiens), Q00987;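 active = signal enhancement of 30% or more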;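 note: luminescence tracks abundance of the self-degrading MDM2-luciferase fusion protein; higher signal means inhibition of MDM2 E3 ligase activity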
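Material: Stable MDM2–luciferase fusion reporter cells | Amount: 2000 cells seeded into each well | Dosing: One concentration, 5 µM, with 0.2% DMSO | Incubation: 4 h cell settling then 2 h compound exposure, 37 °C | Measured by: Luciferase luminescence | Read-out basis: % enhancement relative to plate controls after blank subtraction | Benchmarks: Control and blank well means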
eIF4E 4G PPI – eIF4E–eIF4G protein interaction inhibitors, primary screen, biochemical, uHTS, TR-FRET, eIF4GI fragment; inhibition, % at 21.7 µM; AID 782, 2007; TR-FRET eIF4E-eIF4GI(517-606) binding, 2 h; 220,000 compounds, 0.37% hits; Eukaryotic translation initiation factor 4E (Mus musculus) + Eukaryotic translation …;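 active = inhibition above about 30%, limit read from the data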;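 note: 0% = full FRET control wells and 100% = background wells lacking eIF4GI fragment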
FXIIa inh – human FXIIa protease inhibitors, primary screen, biochemical, 1536-well | Coagulation factor XII (Homo sapiens), P00748 | purified FXIIa, Boc-QGR-AMC fluorogenic substrate, 2 h | inhibition, % at 5 µM | 220,000 compounds, 0.3% hits; in the data active = inhibition above about 40%;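 note: 0% = enzyme with no compound and 100% = blank without enzyme; many of its hits are not listed in these tables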
p97 inhibitor – inhibitors of human p97 ATPase, primary screen, biochemical; AID 1481, 2009; inhibition, % at 8 µM; 220,000 compounds, 0.42% hits; recombinant p97 ATPase, Kinase-Glo ATP luminescence, 3 h; in the data active = inhibition above about 15%;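 note: 0% = DMSO vehicle and 100% = wells lacking enzyme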
Target sequence (P55072 whole entry, looked up): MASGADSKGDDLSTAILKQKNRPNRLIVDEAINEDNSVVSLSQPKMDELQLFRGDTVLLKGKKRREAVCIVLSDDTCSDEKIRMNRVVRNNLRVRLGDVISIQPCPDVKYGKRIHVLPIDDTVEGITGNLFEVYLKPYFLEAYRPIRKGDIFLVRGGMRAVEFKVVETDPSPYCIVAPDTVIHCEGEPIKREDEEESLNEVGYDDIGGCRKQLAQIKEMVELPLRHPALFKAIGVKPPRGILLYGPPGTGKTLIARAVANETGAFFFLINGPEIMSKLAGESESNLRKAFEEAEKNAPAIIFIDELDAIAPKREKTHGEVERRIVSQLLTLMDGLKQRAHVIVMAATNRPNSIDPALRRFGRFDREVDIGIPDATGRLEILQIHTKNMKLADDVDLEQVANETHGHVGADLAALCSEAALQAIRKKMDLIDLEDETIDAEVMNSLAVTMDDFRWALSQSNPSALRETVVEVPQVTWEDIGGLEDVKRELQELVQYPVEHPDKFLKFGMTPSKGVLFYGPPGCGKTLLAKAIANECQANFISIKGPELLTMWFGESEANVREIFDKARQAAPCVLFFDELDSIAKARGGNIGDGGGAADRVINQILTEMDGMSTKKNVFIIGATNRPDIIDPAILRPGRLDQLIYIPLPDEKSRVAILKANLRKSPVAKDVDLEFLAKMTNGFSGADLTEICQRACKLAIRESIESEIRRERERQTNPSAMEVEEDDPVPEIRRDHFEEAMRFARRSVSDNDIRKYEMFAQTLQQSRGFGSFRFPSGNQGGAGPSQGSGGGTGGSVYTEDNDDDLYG
Wee1 degr inh – Wee1 degradation inhibitors, primary screen, cell-based, HeLa, Wee1K328M-luciferase, luminescence | 220,000 compounds, 1.2% hits | AID 1321, 2008 | reporter increase, % at 5 µM | Wee1-like protein kinase (Homo sapiens), P30291 | HeLa Luc-Wee1K328M stability; 100% = proteasome inhibitor MG132 effect;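 active = activation above the mean of all tested compounds plus 3 SD, set per screening run, cut at about 8.8% in these data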;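 note: cells exposed to compound for 20 h before luminescence read; 0% = DMSO alone and 100% = MG132 at 30 µM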
Active calls of the source: *; i = inactive; nt = no result given; [ ] = dose if it differs, or a comment.

The line under a structure holds: Rad51 HR inh	FXIa inh 1536	KLK5 inh	14-3-3 Bad PPI	MDM2 E3 inh	eIF4E 4G PPI	FXIIa inh	p97 inhibitor	Wee1 degr inh
- CCOCC(=O)Nc1c(C(=O)Nc2ccc(OC)cc2OC)oc2ccccc12
  nt	16.8	26.7	-7.8	-19.3	-9.6[fluorescence artefact?]	26.4	1.2	-1.9
- CS(=O)(=O)N(CC(=O)N1CCC(C(N)=O)CC1)c1ccc(Cl)c(C(F)(F)F)c1
  -10.1	4.8	-10.3	-6.8	1.2	-1.9	16.7	-4.9	-0.2
- CCCN1C(=O)c2cccc3c(N4CCCCC4)ccc(c23)C1=O
  i	10.7	34.6	22.0	-50.4	-43.1	33.2	-6.7	0.0
- COc1cc(CNn2c(C)n[nH]c2=S)cc(Cl)c1OCc1ccc(F)cc1
  -4.3	1.6	-5.5	-142.2	-17.7	-0.4	10.9	-6.4	-0.8
- Cc1cccc(C)c1NC(=O)C1CCCN(CCCc2ccccc2)C1 (stereo not drawn)
  7.7	-1.6	-11.7	-12.1	-22.1	-0.1[fluorescence artefact?]	5.0	-2.1	2.2
- O=C(O)CSc1nnc(Cc2ccccc2)n1Cc1ccccc1
  -1.2	-7.9	-13.3	1.8	-1.2	-3.7	-7.9	1.5	-1.4
- O=C(NCCCN1CCCC1=O)c1cccnc1
  0.5	-1.0	-10.6	-8.2	-0.5	0.4[fluorescence artefact?]	13.4	1.2	-0.1
- Cc1[nH]c(=O)c(C(=O)/C=C/c2ccccc2)c2c1CCCC2
  2.0	-4.9	-11.5	0.8	-14.0	4.5	5.0	0.6	-0.2
- CCc1cccc(CC)c1N(COC)C(=O)Cn1c(C(C)O)nc2ccccc21 (stereo not drawn)
  -8.1	15.9	-6.4	9.6	-23.9	-7.4	24.4	-2.0	-1.8
- COc1ccc(C(=O)Nc2ccc(Cl)c(Cl)c2)c(OC)n1
  -4.8	-7.0	-5.0	0.1	-1.2	-0.9	11.8	1.1	2.8
- CCOC(CC(=O)NNC(=O)c1c(-c2ccccc2Cl)noc1C)OCC
  -2.7	3.7	7.8	5.0	-11.7	-2.0	2.4	3.7	1.5
- CC1Cc2ccccc2N1S(=O)(=O)c1cccc(C(=O)c2nccn2C)c1 (stereo not drawn)
  0.2	2.2	12.6	20.4	-10.2	8.8	18.0	-0.8	1.1
- O=S(=O)(Nc1cc2nc3ccccc3nc2n1Cc1ccccc1)c1ccc(Cl)cc1
  -55.2	-2.5	-30.6	-28.0[fluorescence artefact?]	6.6	14.4	-3.6	30.5*	-1.9
- COc1ccc(CCNC(=S)Nc2ccccc2)cc1
  -21.5	-0.8	-3.5	-0.1	-6.6	2.7	0.9	11.9	-1.7
- CC(=O)NC(Cc1ccccc1)C(=O)OCC(=O)c1ccccc1 (stereo not drawn)
  -4.4	6.4	-10.1	8.7	-20.1	0.7	12.8	3.7	0.3
- Cc1nn(-c2ccccc2)c2sc(C(=O)NC3CC3)cc12
  -3.8	-3.2	-11.0	3.5	-10.8	1.3	1.8	1.5	-1.0
- Cc1cc(N2CCC(C(=O)Nc3ccc(F)cc3)CC2)nc(-c2ccccc2)n1
  -1.1	4.4	8.8	-5.1	4.9	-2.4	12.2	-0.3	2.4
- COCCCNC(=O)c1ccccc1SC
  -9.8	-4.2	-0.5	62.0	-2.4	1.6	-0.7	4.7	1.3
- Cc1ccc(NC(=O)c2cc(S(=O)(=O)N3CCC4(CC3)OCCO4)ccc2F)cc1
  -1.6	-3.3	3.2	5.4	-17.6	1.8	9.1	2.0	-0.2
- Cn1c(=O)cc(OCCCC(=O)Nc2cccnc2)c2ccccc21
  2.3	2.4	-15.2	49.2	9.2	4.6	17.8	-2.7	-1.2

In the list so far, 2 contain an aryl thioether with sulfur outside any ring.
The line under a structure holds: Rad51 HR inh	FXIa inh 1536	KLK5 inh	14-3-3 Bad PPI	MDM2 E3 inh	eIF4E 4G PPI	FXIIa inh	p97 inhibitor	Wee1 degr inh
- O=C(O)CSc1nnc(Cc2ccccc2)n1Cc1ccccc1
  -1.2	-7.9	-13.3	1.8	-1.2	-3.7	-7.9	1.5	-1.4
- COCCCNC(=O)c1ccccc1SC
  -9.8	-4.2	-0.5	62.0	-2.4	1.6	-0.7	4.7	1.3

(cont.)
The line under a structure holds: Rad51 HR inh	FXIa inh 1536	KLK5 inh	14-3-3 Bad PPI	MDM2 E3 inh	eIF4E 4G PPI	FXIIa inh	p97 inhibitor	Wee1 degr inh
- CCOC(=O)c1c(-c2ccc(F)cc2)csc1/N=C/N(C)C
  0.3	-1.4	-4.8	-7.3	-5.2	-2.1	1.9	-0.4	0.7
- CCOC(=O)C1CCN(C(c2cccs2)c2sc3nc(C)nn3c2O)CC1 (stereo not drawn)
  1.6	-4.8	-4.5	-5.3	-22.1	-2.8	3.4	-5.0	1.0
- O=c1c2ccccc2cnn1Cc1n[nH]c(=S)n1-c1cc(Cl)cc(Cl)c1
  5.3	10.4	-3.7	-6.3[fluorescence artefact?]	-9.0	1.1	10.1	6.4	-2.9
- Cc1ccc(N2CC(C(=O)N3CCc4ccccc4C3)CC2=O)cc1 (stereo not drawn)
  -12.7	-16.9	-3.1	4.8	2.3	1.5	-15.9	-0.5	-2.0
- O=C1NC[C@@H](Cc2ccc(O)cc2)N(CCc2cccc(F)c2)C1=O
  -2.6	-4.1	-2.3	-2.3	10.9	-4.7	1.2	nt	nt
- O=C(/C=C/c1ccccc1)N1CCN(c2c(Cl)cccc2[N+](=O)[O-])CC1
  -11.7	23.1	-13.7	19.8[fluorescence artefact?]	-9.9	20.9	27.6	0.4	3.8
- CCc1c(O)nc(SCC(=O)Nc2ccccc2)n(C(C)CC)c1=O (stereo not drawn)
  2.4	-0.4	1.0	-7.7	-15.2	3.2	2.2	-0.8	-3.5
- O=C(CN1C(=O)C2C3C=CC(C3)C2C1=O)Nc1ccc(F)cc1 (stereo not drawn)
  -2.8	4.1	8.0	-3.3	-1.0	0.1	9.4	-6.0	-2.4
- O=C(N/N=C(\c1ccccc1)c1ccccn1)c1cccc([N+](=O)[O-])c1
  19.5	2.3	-2.3	7.4	-30.8	1.3	7.2	-3.6	-0.6
- COc1cc2c(cc1NC(=S)Nc1cccc3ccccc13)oc1ccccc12
  -1.1	3.7	-26.9	-19.4[fluorescence artefact?]	-12.9	-5.5	2.7	8.0	0.6
- Cc1coc2cc3oc(=O)c(Cc4ccccc4)c(C)c3cc12
  -2.6	-5.3	-9.5	1.0	-9.5	2.9	2.2	-1.8	-3.2
- ClCC1CN(Cc2ccccc2Cl)CCO1 (stereo not drawn)
  nt	1.2	17.2	-4.8	-0.4	-1.8	5.2	2.5	-1.9
- COc1ccc(-c2cc(-c3ccco3)[nH]c(=O)c2C#N)cc1OC
  -33.3	10.2	-2.0	9.5	-14.1	-0.4	3.4	6.7	1.0
- Cc1cccc(OCc2nc(-c3ccc(-n4cccc4)cc3)no2)c1
  -0.5	-5.9	-38.0	10.2	-6.1	-0.6	3.5	-0.5	-1.0
- COc1ccc(NC(=S)Nc2ccccc2OC)c(OC)c1
  1.7	-4.0	-2.7	-8.5	1.7	1.9	nt	1.7	0.9
- O=[N+]([O-])c1cc2c(cc1/C=N/Nc1nc(N3CCCC3)nc(N3CCCC3)n1)OCO2
  7.1	7.1	-13.7	-10.2[fluorescence artefact?]	-9.7	0.1	17.6	5.3	-1.5
- CCN(CC)S(=O)(=O)c1ccc(N2CCOCC2)c(NC(=O)c2cnccn2)c1
  12.5	5.2	-16.2	3.0	-14.2	-0.3	13.4	0.8	0.6
- CCN1C(=O)c2cccc3c(S(=O)(=O)Nc4ncccc4C)ccc1c23
  -2.7	-5.7	4.2	-4.0[fluorescence artefact?]	0.5	-5.1	9.5	2.8	1.3
- COc1ccc(CCn2c(NN=C(C)C)nc3c2c(=O)[nH]c(=O)n3C)cc1
  -2.3	-2.9	-3.5	-7.3	nt	9.3	1.7	5.3	3.3
- Cc1c(C#N)c2ncn(CCCN(C)C)c(=O)c2n1-c1ccccc1
  -3.3	-4.5	3.6	6.2	-2.3	-14.9	-1.1	4.0	-0.5

Next entries:
The line under a structure holds: Rad51 HR inh	FXIa inh 1536	KLK5 inh	14-3-3 Bad PPI	MDM2 E3 inh	eIF4E 4G PPI	FXIIa inh	p97 inhibitor	Wee1 degr inh
- CCOC(=O)c1[nH]c(C)c(/C(O)=C2\C(=O)C(=O)N(CCN3CCOCC3)C2c2cccs2)c1C (stereo not drawn)
  -6.0	5.1	1.2	54.6	-12.8	3.6	6.3	1.0	2.1
- Cc1nnc(SCc2cccs2)[nH]c1=O
  -3.3	8.1	-10.9	4.4	-6.9	-0.2	14.1	4.9	0.8
- Fc1ccc(NC(=S)N/N=C/c2cccc(Br)c2)c(F)c1
  -1.0	-14.3	-26.7	-10.5	-10.0	-2.0	9.4	-5.2	4.3
- Cc1ccc(CC2S/C(=N/N=C/c3ccco3)NC2=O)cc1 (stereo not drawn)
  7.9	-4.8	-2.7	-4.8	-10.9	2.8	nt	1.4	-3.6
- CC(C)N(C(=O)Cn1c(SCC(=O)Nc2nccs2)nc2ccccc21)C(C)C
  -2.3	6.1	-11.2	-3.5	8.9	0.9	12.1	-3.1	1.7
- Cc1cc(Br)c(NC(=O)COC(=O)C2CC2C)c(Br)c1 (stereo not drawn)
  20.4	8.9	-2.5	0.5	1.9	1.9[fluorescence artefact?]	11.4	2.6	-1.3
- COC(=O)C(C)n1cnc2c(nnn2-c2cccc(Cl)c2)c1=O (stereo not drawn)
  2.5	-8.9	-7.3	2.7	-13.8	3.2	-5.5	2.0	-0.7

Assay outcomes as filed in PubChem.

Compounds were not picked by outcome; any-hit rate near 3.5%.
